Polio RdRp inh = poliovirus RdRp elongation inhibitors, primary screen, biochemical, fluorescence polarization, total intensity | AID 588519, 2011 | 0.66% of 150,000 active | Genome polyprotein (Poliovirus type 1 (strain Mahoney)), P03300 | poliovirus polymerase elongation; active compounds read low | % elongation, % (compound at 16.7 µg/mL); in the data active = % elongation below about 90%; note: some results filed as inactive read as strong as hits
Target sequence (P03300 1749-2209 limits assumed): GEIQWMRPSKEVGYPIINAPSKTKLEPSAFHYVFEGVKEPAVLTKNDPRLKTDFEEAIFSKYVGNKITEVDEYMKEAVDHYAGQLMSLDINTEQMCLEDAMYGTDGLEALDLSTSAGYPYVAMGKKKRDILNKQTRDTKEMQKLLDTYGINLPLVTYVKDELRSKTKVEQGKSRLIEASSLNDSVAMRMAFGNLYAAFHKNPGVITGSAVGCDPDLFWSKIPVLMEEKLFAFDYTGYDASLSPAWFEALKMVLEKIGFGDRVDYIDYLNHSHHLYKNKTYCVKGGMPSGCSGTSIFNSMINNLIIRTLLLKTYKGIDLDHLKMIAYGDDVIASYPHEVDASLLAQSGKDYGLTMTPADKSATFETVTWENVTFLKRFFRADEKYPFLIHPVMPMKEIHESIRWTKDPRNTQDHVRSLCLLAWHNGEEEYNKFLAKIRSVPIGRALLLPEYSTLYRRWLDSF
Polio RdRp inh FP z-score = further read-out of Polio RdRp inh, marked with its call; z-score; measured here: FP z-score; hits read low
Starred values were filed as active, the others as inactive; & = joins results of further samples. A portion of the library (hit frequency here may not be typical).

SMILES	Polio RdRp inh	Polio RdRp inh FP z-score
Cc1cccc(OCc2nnc(SCC(=O)N3CC(=O)Nc4ccccc43)o2)c1	100.0	-0.1
O=C(c1cc2c(s1)-c1ccccc1OC2)N1CCCC1	101.0	-0.7
O=C(NC(=O)c1cccs1)OC[C@@H]1CCCN2CCCCC12 (some centres undefined)	106.0	0.4
C=CCNC(=O)CSc1nnc(C(CC)N(C)C)n1C1CCCCC1 (centres undefined)	103.0	0
COc1ccc(N(C)S(=O)(=O)c2c(C)[nH]c(=O)[nH]c2=O)cc1	105.0	2
Cc1nn(Cc2ccccc2)c(C)c1CC(=O)O	101.0	-0.3
CC12CNCC(C)(CNC1)C2=O	101.0	0.3
CCOC(=O)c1nnn2c1nc(N(CC)CC)c1ccccc12	99.0	-0.7
COc1cc(/C=C/c2nc(C#N)c(N3CCCCC3)o2)cc(OC)c1OC	115.0	1.5
CCc1ccc(NC(=O)CN(C)S(=O)(=O)c2cccc3cccnc23)cc1	101.0	-0.4
Cc1ccc(NC(=O)Cn2c(=O)n(Cc3nc(C)no3)c(=O)c3cc4c(cc32)OCO4)c(C)c1	113.0	1.1
CCS(=O)(=O)N1Cc2ccccc2CC1C(=O)NC1=NCCS1 (centres undefined)	105.0	0.3
Cc1nn(-c2ccccc2)c2nc(C3CC3)cc(C(=O)NCc3ccccc3Cl)c12	109.0	0.4
CCN(c1ccccc1)S(=O)(=O)c1ccc(CN2C(=O)c3cccnc3C2=O)cc1	103.0	0.3
CC1CCN(C(=O)CCCN2C(=O)C(c3ccccc3)Oc3cccnc32)CC1 (centres undefined)	102.0	0.1
COc1ccc(-c2noc(CSc3nnc(C)n3-c3ccc(C)cc3)n2)cc1OC	106.0	0
Cc1cc(N2C(=O)CS/C2=C(/C#N)C(=O)C(C)(C)C)ccc1Cl	120.0	2.1
CN(Cc1ccccc1)C1CCN(Cc2ccncc2)CC1	102.0	0
COC(=O)C(C)N1C(=O)S/C(=C/c2ccc(C)o2)C1=O (centres undefined)	111.0	4.3
N#CC1c2ccccc2C=CN1C(=O)c1ccccc1F (centres undefined)	103.0	-0.1

Entries above containing an aryl thioether with sulfur outside any ring:
SMILES	Polio RdRp inh	Polio RdRp inh FP z-score
Cc1cccc(OCc2nnc(SCC(=O)N3CC(=O)Nc4ccccc43)o2)c1	100.0	-0.1
C=CCNC(=O)CSc1nnc(C(CC)N(C)C)n1C1CCCCC1 (centres undefined)	103.0	0
COc1ccc(-c2noc(CSc3nnc(C)n3-c3ccc(C)cc3)n2)cc1OC	106.0	0

(continued)
SMILES	Polio RdRp inh	Polio RdRp inh FP z-score
Cc1ccc(C)c(Cn2c(CO)nc3ccccc32)c1	104.0	0.4
COc1ccc(NC(=O)CSc2nc(-c3ccco3)cc(C(F)(F)F)n2)cc1Cl	104.0	0.1
CCC(C)NC(=O)c1ccc(OC(C)=O)cc1 (centres undefined)	103.0	-0.1
CCOc1cc(S(=O)(=O)n2cccn2)ccc1F	102.0	-0.2
CCOc1ccccc1CNC(=O)CC(C(=O)N1CCc2ccccc21)n1ccnc1 (centres undefined)	99.0	-0.3
c1ccc2c(NCC3CCCO3)nc(N3CCCCC3)nc2c1 (centres undefined)	101.0	0
CN1c2ccccc2C(=O)NC1c1cccc(C(F)(F)F)c1 (centres undefined)	99.0	-0.5
COc1ccc(N(C(=O)/C=C/c2ccc(OC)c(OC)c2)C2=CC3CCC(C2)N3C)cc1 (centres undefined)	103.0	0.4
Cn1cc(C=C2C(=O)OC3(CCCCC3)OC2=O)c2ccccc21	104.0	0.6
CC(=O)Nc1cc(C(C)(C)C)nn1C	106.0	1.5
Cc1ccc2nc3c(cc(C(N)=O)c(=N)n3Cc3cccnc3)c(=O)n2c1	102.0	0.2
O=C1NC(=O)C2(C(=O)N1)C(c1ccccc1Cl)CC(O)CC2c1ccccc1Cl (centres undefined)	98.0	-0.5
O=C1c2oc3ccccc3c(=O)c2C(c2cccc(O)c2)N1Cc1ccc(F)cc1 (centres undefined)	103.0	-0.2
CN(C)c1cccc(C(=O)N2CC3(C)CC2CC(C)(C)C3)c1 (centres undefined)	106.0	0.5
CN(C)S(=O)(=O)Nc1ccc(-c2cn3ccsc3n2)cc1	106.0	-0.4
CCOC(=O)c1cc2c(ccn2-c2ccc(F)cc2)n1CC(=O)NC1CCCCC1	99.0	-0.5
CN(C)c1cccc(N=Cc2c(O)n(Cc3ccc(F)cc3)c(=O)[nH]c2=O)c1	106.0	1.1
O=C(NC1CC1)c1c[nH]c2ccc(S(=O)(=O)Nc3cccc(C(F)(F)F)c3)cc2c1=O	98.0	-0.8
Cc1cccc(-n2nc(C)c(C(=O)N3CCN(c4ccccc4)CC3)c2-n2cccc2)c1	105.0	-0.3
CNC(=O)COc1ncnc2sccc12	109.0	0.8
Cc1ccc(CCNC(=O)c2cnc3c(C)cccn3c2=O)cc1	110.0	0.7
Cc1ccc2nc(N3CCC(C(=O)N4CCN(c5cccc(Cl)c5)CC4)CC3)[nH]c2c1	107.0	-0.1
Cc1c(N)c(=O)n(-c2ccccc2)n1C	99.0&100.0	-0.3&0.1
CCc1ccc(NC(=O)C2CCCN2S(=O)(=O)c2ccc3c(c2)n(C)c(=O)c(=O)n3C)cc1 (centres undefined)	107.0	0.7
COc1cccc(OC)c1C(=O)N1CCN(c2ncnc3scc(-c4ccccc4)c23)CC1	103.0	-0.4
CC(=O)c1ccc(NC(=O)CCc2c(C)nn(-c3ccc4nnc(C)n4n3)c2C)cc1	113.0	1.2
COc1ccc2c(c1)NC1(O)c3ccccc3C(=O)C21O (centres undefined)	104.0	0.5
CN(Cc1ccccc1)S(=O)(=O)c1ccc(C(=O)Nc2nc3ccc4ccccc4c3s2)cc1	102.0	0.2
C=CCn1cc(C(=O)OC)c(=O)c2cc(S(=O)(=O)N3CCCCCC3)ccc21	104.0	0.8
COc1cccc(NC(=O)Cn2c(=O)n(CCC(=O)NCc3ccccc3OC)c(=O)c3ccccc32)c1	104.0	-0.5
CN(c1ncnc2c1cnn2-c1ccc(Cl)cc1)C1CCCCC1	102.0	0
Cc1ccc2nc(-c3ccc(NC(=O)C4CCC4)cc3)sc2c1	104.0	0.3
Nc1nnc(CCS(=O)(=O)c2ccc3ccccc3c2)s1	102.0	0.3
CC(C)(C)c1ccc(C(=O)N(CC#N)CC#N)cc1	102.0	-0.1
O=C(NCCCc1ccccc1)c1c(O)nc2sccn2c1=O	102.0	0
Cc1ccc(S(=O)(=O)NC(O)C(=O)c2cccs2)cc1 (centres undefined)	102.0	0
Cc1[nH]c2ccccc2c1C1(O)C(=O)N(Cc2ccccc2)c2ccc(Br)cc21 (centres undefined)	107.0	0.8
O=C(COC(=O)c1ccccc1Br)c1cccs1	102.0	0.3
Cc1cc(C(=O)N(C)Cc2ccccc2)on1	101.0	0.3
Cc1ccc2c(c1)nnn2C1CCN(C(=O)Nc2ccc(C#N)cc2)CC1	103.0	0.4
CC1=CS/C(=C(/C#N)C(N)=O)N1c1ccccc1	100.0	-0.1
C=CCS/C(=N\n1cnc2ccccc2c1=O)N1CCCCC1	100.0	-0.7
CCCCn1c(=O)[nH]c(=O)c2c(C(=O)OCC)cc(-c3ccccc3Cl)nc21	104.0	0.2
CN(Cc1ccccc1)c1ccc(-c2nc(-c3ccccc3)no2)cc1[N+](=O)[O-]	113.0	1.2
CC(C)N(Cc1ccccc1)C(=O)c1ccccc1	100.0	-0.3
CC(C)N(C(=O)NCc1ccccc1)C(C)C	102.0	-0.3
CCOC(=O)CC(=O)c1sc(SCc2ccccc2)nc1N	101.0	-0.3
O=C1/C(=C/c2cccs2)SC(=S)N1C1CCCCC1	100.0	-0.4
O=C1CC(c2ccccc2)CN1C(=O)c1ccccc1Cl (centres undefined)	99.0	-0.4
CC(=O)N1CCCc2cc(S(=O)(=O)N(Cc3ccccc3)C(C)C)ccc21	112.0	1

Next section
SMILES	Polio RdRp inh	Polio RdRp inh FP z-score
CCOc1ccc(CNC(=O)C2CCN(Cc3cc4ccccc4n3Cc3ccccc3C)CC2)cc1	111.0	1
O=C(NCCCN1CCCCC1)c1sc2ncccc2c1-n1cccc1	102.0	-1.1
O=C(c1ccc2c(c1)N(Cc1cccc(Cl)c1)C(=O)c1ccccc1S2(=O)=O)N1CCc2ccccc21	102.0	-0.6
CC(C)N(C(=O)CSc1nnc(-c2ccco2)n1C)C(C)C	101.0	-0.4
Cc1c(C=Nc2ccc(N3CCOCC3)cc2)c2ccccc2n1C	105.0	0.3
CCOc1ccc(N2C(=O)N(CC(=O)N3CCCCC3C)c3ccccc3S2(=O)=O)cc1 (centres undefined)	103.0	0.8
CCc1nc2cccnc2n1CCNC(=O)Nc1ccc(OC)cc1	101.0	-0.2
COC(=O)c1ccc2nc(C)cc(Nc3ccc(O)cc3)c2c1	96.0	-2.4
CCOc1ccc(N(C)S(=O)(=O)c2cnc[nH]2)cc1	99.0	-1.6
CCN(CC)C(=S)SCc1nc(N)nc(Nc2ccc(C)cc2)n1	100.0	-0.3

A draw from above in order of count of non-hydrogen atoms, smallest number first.
SMILES	Polio RdRp inh	Polio RdRp inh FP z-score
Cc1c(C=Nc2ccc(N3CCOCC3)cc2)c2ccccc2n1C	105.0	0.3
CCOc1ccc(N2C(=O)N(CC(=O)N3CCCCC3C)c3ccccc3S2(=O)=O)cc1 (centres undefined)	103.0	0.8
CCOc1ccc(CNC(=O)C2CCN(Cc3cc4ccccc4n3Cc3ccccc3C)CC2)cc1	111.0	1

New compounds follow:
SMILES	Polio RdRp inh	Polio RdRp inh FP z-score
CC(C)CN(CCCNC(=O)CN1N=C(c2ccc(Cl)cc2)CCC1=O)CC(C)C	112.0	0.3
CCOC(=O)c1cnc2c(C)cc(Cl)cc2c1Cl	103.0	0.3
Cc1oc2c(c1CC(=O)O)C(=O)CC(C)(C)C2	102.0	-0.1
Cc1nnc(COC(=O)CC23CC4CC(CC(C4)C2)C3)o1	105.0	0.4
CC(=O)NC(CC(=O)n1nnc2ccccc21)c1ccccc1 (centres undefined)	104.0	0.2
CC(C)(C)NC(=O)C1CCN(c2nc3ccccc3nc2C(F)(F)F)CC1	105.0	-0.4
CCOC(=O)c1ccccc1NC(=O)CSc1ncc(CO)n1Cc1ccc(C)cc1	106.0	0
CC(C)c1ccc(-c2nnn(Cc3cc(=O)n4ccsc4n3)n2)cc1	104.0	-0.1
CN(Cc1ccccc1)C(=O)c1c[nH]c2ccc(S(=O)(=O)N3CCOCC3)cc2c1=O	100.0	-0.6
CC1=C(c2cccc(Br)c2)S(=O)(=O)NC1=NC1CCCC1	103.0	0.6
O=C(OCc1ccc2nonc2c1)c1c2c(nc3ccccc13)CCCC2	106.0	0.3
CCCOc1ccc(C2C(C(=O)OC)=CN(CCOC)C=C2C(=O)OC)cc1	101.0	0.2
O=S(=O)(c1ccc(-c2cc(C(F)(F)F)on2)s1)N1CCC(O)(c2ccc(Cl)cc2)CC1	104.0	0.5
CCNC(=O)c1ccc2c(c1)sc1nc(-c3ccccc3)cn12	104.0	1
CCn1ccc(C(=O)Nc2nccs2)n1	103.0	0.4
CSc1nnc2c3ccccc3n(Cc3ccccc3)c2n1	100.0	0.2
CC(=O)Nc1ccc(S(=O)(=O)n2cc(C)nc2-c2ccccc2)cc1	102.0	-0.8
COc1ccc2oc3cc(C)nc(-c4ccccc4)c3c2c1	102.0	0
Cc1ccc(-n2ncc3c(N4CCN(c5ccccc5)CC4)ncnc32)cc1C	110.0	0.6
CC(SCC(=O)Nc1ccc(F)cc1)C(=O)O (centres undefined)	108.0	0.6
CCCCn1c(=O)c2oc3ccccc3c2n(Cc2cccc(C)c2)c1=O	110.0	0.7
CC(C)c1nn2c(=O)cc(COC(=O)C3CCCCC3)nc2s1	108.0	0.4
O=C(NCc1ccc(F)cc1)C1CCN(c2ncnc3c2nc2n3CCCCC2)CC1	113.0	1.5
O=C(OCc1cc(=O)oc2cc3c(cc12)CCC3)c1ccccn1	96.0	-1.1
CC1CCCCN1C(=O)Cc1ccc(Br)cc1 (centres undefined)	102.0	0.3
Cc1ccc2oc(-c3ccc(Cl)c(NC(=O)c4cc5ccccc5o4)c3)nc2c1	99.0	-1.7
Cc1onc(-c2c(Cl)cccc2Cl)c1C(=O)NC(C)(C)CO	100.0	-0.3
O=C1[C@@H]2CSC(c3ccc(F)cc3)N2C(=O)N1c1ccc(Cl)cc1 (some centres undefined)	103.0	-0.2
Cc1nn(CCC(N)=O)c2nc(-c3cccnc3)cc(C(F)(F)F)c12	104.0	0.5
C1CCC(CN2CCOCC2)CC1	99.0	-0.2

In the list so far, four have a tert-butyl group.
SMILES	Polio RdRp inh	Polio RdRp inh FP z-score
Cc1cc(N2C(=O)CS/C2=C(/C#N)C(=O)C(C)(C)C)ccc1Cl	120.0	2.1
CC(=O)Nc1cc(C(C)(C)C)nn1C	106.0	1.5
CC(C)(C)c1ccc(C(=O)N(CC#N)CC#N)cc1	102.0	-0.1
CC(C)(C)NC(=O)C1CCN(c2nc3ccccc3nc2C(F)(F)F)CC1	105.0	-0.4

Continuation:
SMILES	Polio RdRp inh	Polio RdRp inh FP z-score
O=C(O)CSc1ncnc2c1nnn2Cc1ccccc1F	98.0	-1.2
Cc1cccc(N(CC(=O)N(C)Cc2ccccc2)S(=O)(=O)c2ccccc2)c1C	109.0	1.4
Cc1ccc(C(=O)CCCn2nnc(-c3ccncc3)n2)cc1C	101.0	-0.4
O=C(/C=C/c1ccc(Br)cc1)Nc1ccccn1	103.0	0.3
CC(=O)Nc1ccc(NC(=O)C2Cc3ccccc3N2C(=O)c2ccccc2)cc1 (centres undefined)	103.0	-0.8
CCS(=O)(=O)c1ncc(N(Cc2ccco2)Cc2ccccc2F)c(C(=O)Nc2cccc(Cl)c2)n1	112.0	1.2
CC(C(O)c1ccc(O)cc1)N1CCC(Cc2ccccc2)CC1 (centres undefined)	102.0	0.7
O=C(Cn1c(=O)n(Cc2nc(-c3ccccc3)no2)c(=O)c2cc3c(cc21)OCO3)Nc1cccc(C(F)(F)F)c1	109.0	0.1
Cc1nc2nc[nH]n2c(=O)c1NC(=O)NC1CCCC1	99.0	-0.6
COc1ccc(-c2csc(-c3ccc(OC)cc3)n2)cc1	103.0	-0.1
CC1=C(C#N)C2(O)C(=O)c3ccccc3C2(O)N1 (centres undefined)	99.0	-0.4
Cc1cc(NC(=O)CC#N)n(-c2ccccc2)n1	95.0	-0.7
Cc1nn(CCCC(=O)NC2CCCCC2C)c(=O)c2cc3sccc3n12 (centres undefined)	100.0	-0.6
